PLC-gamma1 inh: PLC-gamma1 (human) inhibition, primary screen; AID 720700; purified PLC-gamma1, fluorogenic substrate, fluorescence; inhibition, % at 12.2 µM; actives 0.84% (n = 370,000); P19174; in the data active means inhibition above about 9.5%
LEDGF integ inh: blocks HIV-1 LEDGF/p75-dependent DNA integration | inhibition, % at 3.7 µM | AID 743269 | actives 0.64% (n = 370,000) | TR-FRET IN-LEDGF/p75 DNA integration, Eu/Cy5;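 active means inhibition above the screen-wide mean plus 3 SD, cut at about 13% in these data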;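 further: signal is the Cy5 over europium emission ratio at 671 and 618 nm; 0% = plate median of compound wells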
ASAP1 GAP inh: inhibitors of human ASAP1 ArfGAP activity; inhibition, % at 16.5 µM; ASAP1-stimulated ARF1 GTP hydrolysis, GDP FP detection; Q9ULH1; AID 624377; actives 0.19% (n = 360,000); in the data active means inhibition above about 25%;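 further: 0% = vehicle with enzyme and substrate and 100% = no enzyme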
Target sequence (Q9ULH1 325-724 limits assumed): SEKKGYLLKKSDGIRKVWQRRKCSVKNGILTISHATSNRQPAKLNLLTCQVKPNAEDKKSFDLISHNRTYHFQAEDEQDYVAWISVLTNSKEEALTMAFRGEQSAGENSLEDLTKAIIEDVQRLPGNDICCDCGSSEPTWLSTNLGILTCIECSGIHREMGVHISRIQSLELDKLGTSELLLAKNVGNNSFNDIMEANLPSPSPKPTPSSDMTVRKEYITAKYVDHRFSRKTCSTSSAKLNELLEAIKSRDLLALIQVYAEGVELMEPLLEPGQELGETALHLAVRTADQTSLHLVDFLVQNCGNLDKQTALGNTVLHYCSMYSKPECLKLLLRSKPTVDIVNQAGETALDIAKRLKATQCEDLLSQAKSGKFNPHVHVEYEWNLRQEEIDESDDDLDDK
ADAM17 inh: ADAM17 inhibition, QFRET primary screen | recombinant ADAM17, EDANS/DABCYL FRET peptide cleavage | inhibition, % at 6.95 µM | actives 0.83% (n = 370,000) | P78536;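 active means inhibition above the mean of compounds lying between control limits plus 3 SD, set per campaign, cut at about 8.5% in these data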;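 further: 0% = DMSO-only wells as the low control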
TDP2 absorb: blocks human TDP2 phosphodiesterase activity | AID 720702 | recombinant TDP2, T5PNP hydrolysis, p-nitrophenol absorbance 415 nm | inhibition, % at 12.8 µM | O95551 | actives 0.34% (n = 370,000);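 active means inhibition above the mean of all tested compounds plus 3 SD, set per campaign, cut at about 25% in these data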;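 further: 0% = DMSO with enzyme and 100% = buffer with substrate but no TDP2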
Target sequence (O95551 whole entry, looked up): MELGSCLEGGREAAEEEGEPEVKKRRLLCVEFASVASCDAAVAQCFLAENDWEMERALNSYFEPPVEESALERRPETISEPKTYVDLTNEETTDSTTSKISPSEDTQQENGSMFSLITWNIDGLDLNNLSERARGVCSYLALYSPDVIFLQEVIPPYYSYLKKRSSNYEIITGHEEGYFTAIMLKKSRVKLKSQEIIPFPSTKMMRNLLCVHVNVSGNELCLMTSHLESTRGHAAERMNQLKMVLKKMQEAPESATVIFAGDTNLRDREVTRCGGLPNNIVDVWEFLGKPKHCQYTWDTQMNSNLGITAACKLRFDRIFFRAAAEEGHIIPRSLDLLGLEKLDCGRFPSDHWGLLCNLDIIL
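Assay system: Recombinant human TDP2 | Quantity: 120 nM TDP2 per well | Incubation: 2 h at 37 °C | Signal: Epi absorbance | Evaluation: Percent inhibition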
Tn6 DDE FP: inhibitors of Tn6 peptide binding to human fibrin DD(E). P02675. Fibrin DD(E) TRITC-Tn6 fluorescence polarization displacement. inhibition, % at 8.3 µM. actives 0.21% (n = 370,000);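 active means inhibition above a per-campaign cutoff: mean of compounds within control limits plus 3 SD, cut at about 15% in these data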;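 further: 0% = median of all compound wells on the plate and 100% = blocking peptide control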
proKLK7 act: proKLK7 (human) activation, primary screen; purified proKLK7, EDANS-DABCYL substrate fluorescence; 100% is mature enzyme control, 0% vehicle; actives 0.9% (n = 370,000); P49862; AID 652039; activation, % at 7 µM;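 active means activation above the mean of all tested compounds plus 3 SD, computed per campaign excluding outliers beyond control limits, cut at about 13% in these data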
ADAM10 inh: inhibits human ADAM10; O14672; recombinant ADAM10, EDANS/DABCYL FRET peptide cleavage, 3 h; inhibition, % at 7 µM; actives 0.62% (n = 370,000);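 active means inhibition above a per-campaign cutoff equal to the mean of compounds falling between control-based bounds plus 3 SD, cut at about 20% in these data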;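 further: 0% = DMSO wells while the 100% control is not disclosed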
Tn7 DDE FP: inhibitors of Tn7 peptide binding to human fibrin DD(E) | actives 0.13% (n = 370,000) | inhibition, % at 8.3 µM | AID 720508 | FP displacement of FITC-Tn7 peptide from fibrin DD(E); 0% = median of compound wells per plate | P02675;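 active means inhibition above the mean of compounds falling within the control limits plus 3 SD of them, cut at about 14% in these data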;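 further: 0% = plate median of compound wells and 100% = 10 µM Aha-Tn7 peptide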
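Measure: % inhibition scaled between sample-field median and high-control FP; Test system: human fibrin DD(E); Quantity: 2 µM final DD(E) protein; Doses: one dose, 8.3 µM nominal; Schedule: compound with protein 10 min, then 3 h after probe, room temperature; Detection: fluorescence polarization; Medium: Tris buffer with calcium and detergent, pH 7.8.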
ARFGAP1 inhibitor: inhibitors of rat ARFGAP1. Q62848. Arfgap1-stimulated ARF1 GTP hydrolysis, GDP FP detection. inhibition, % at 16.5 µM. actives 0.26% (n = 360,000);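 active means inhibition above a per-plate limit, mean inhibition of low control wells plus 3 SD, cut at about 25% in these data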;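 further: 0% = DMSO wells with enzyme and 100% = wells lacking Arfgap1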
Target sequence (Q62848 1-136 limits assumed): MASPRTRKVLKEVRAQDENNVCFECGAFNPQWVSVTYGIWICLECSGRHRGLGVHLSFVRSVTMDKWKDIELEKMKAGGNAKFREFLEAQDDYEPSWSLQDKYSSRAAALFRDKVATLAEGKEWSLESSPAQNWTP
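Material: rat Arfgap1 catalytic domain, aa 1-136; also added: human ARF1(Δ1-17)-GTP substrate; compound dosing: one concentration, 16.5 µM, DMSO 1.26%; incubation: GTP hydrolysis reaction 2 h at 25 °C; measured by: Tracer-displacement fluorescence polarization with EDTA stop, 620/688 nm; evaluation: % inhibition from polarization; repeats: one replicate per compound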
Numbers without * were called inactive; i = inactive.

molecule	ADAM10 inh	Tn7 DDE FP	ASAP1 GAP inh	PLC-gamma1 inh	Tn6 DDE FP	proKLK7 act	TDP2 absorb	LEDGF integ inh	ARFGAP1 inhibitor	ADAM17 inh
CN(C)CC(C)(C)CNC(=S)Nc1ccc(S(=O)(=O)N2CCOCC2)cc1	2	7	16	-1	3	-1.2	13	0	-9	0
OC(CNC1CCCc2ccccc21)COc1ccc2ccccc2c1 (stereo not drawn)	1	6	13	0	5	0.0	5	2	2	0
Cc1cc(C)cc(N(CC(=O)O)S(=O)(=O)c2c(C)noc2C)c1	-3	6	-17	-1	6	0.5	-4	-2	3	0
COc1nc(N)nc(NC23CC4CC(CC(C4)C2)C3)n1	1	5	6	1	-3	0.1	3	-3	7	-4
CC(C)C(=O)NCCc1c[nH]c2ccccc12	2	3	8	1	3	-0.2	7	-2	-2	0
CCCc1nc2ccc(NC(C)=O)cc2c(=O)n1Cc1cccc(Cl)c1	3	2	4	1	-2	-0.4	-24	5	6	2
CC(C)=CCC/C(C)=C/C(N)=O	3	0	9	-4	1	-0.2	-5	-3	13	1
Cc1onc(-c2ccccc2)c1C(=O)N1CCOC12CCN(c1cccc(F)n1)CC2	-5	-1	0	-1	6	0.5	-2	-2	-1	0
O=C(NNS(=O)(=O)c1ccc(Cl)cc1)c1cc(-c2ccccc2)nc2ccccc12	4	-4	28*	-1	-3	-0.3	7	5	5	3
Clc1ccc(CN2C3=NCCN3c3ccccc32)cc1Cl	1	10	-20	-6	-2	-0.2	7	-1	-3	-3
COc1ccc(NC(=S)NC(NC(C)=O)C(Cl)(Cl)Cl)c([N+](=O)[O-])c1 (stereo not drawn)	-6	-2	3	-2	-3	0.3	-2	1	12	4
CN(CC(=O)Nc1ccc(Cl)cc1F)C1CCS(=O)(=O)C1 (stereo not drawn)	-4	0	-3	2	-4	-0.3	-1	2	-6	-1
COc1ccccc1N(CC(=O)Nc1c(C)n(C)n(-c2ccccc2)c1=O)S(=O)(=O)c1ccc(C)cc1	-1	-1	5	0	2	-0.2	0	-2	9	0
CCCCCC/C(=N\NS(C)(=O)=O)c1ccccc1	4	0	4	2	-1	0.3	5	2	15	4
Cc1ccc(C)c(S(=O)(=O)N2CCCOC2CNC(=O)C(=O)NC2CC2)c1 (stereo not drawn)	6	-1	-2	0	-2	-0.2	2	-1	6	-3
N#Cc1ccc(C(=O)NC2CCCCCCC2)cc1	1	3	7	2	10	0.5	0	1	3	-4
CC(=O)Nc1cccc(/C(C)=N/NC(=O)c2cccs2)c1	-10	-3	4	1	-10	-0.2	-13	-6	16	-4
C=CCNc1nc(C(=O)OC(C)C(=O)c2ccc(C)cc2)cs1 (stereo not drawn)	-12	-7	5	7	5	-0.1	0	-1	0	2
COc1ccc(C2=Nc3ccccc3N(C(=O)c3ccncc3)C2C(=O)NC(C)(C)C)cc1 (stereo not drawn)	-15	3	-1	-28	-5	1.3	-1	2	-5	-4
NS(=O)(=O)c1ccc(CCNC(=O)C2CCCN2C(=O)OCc2ccccc2)cc1 (stereo not drawn)	4	5	-5	2	5	0.4	1	-2	-7	0
Cc1cc(NC(=O)CSc2ccc3nnc(-c4cccnc4)n3n2)no1	-61	-3	7	-37	-6	1.8	6	2	5	-20
COc1ccc(CN2CCN(CCCc3ccccc3)CC2)c(OC)c1	9	7	-12	2	-7	0.0	16	-7	-6	-2
O=C(Cc1ccccc1C(=O)O)Nc1cccc2ccccc12	-128	-4	2	-80	12	-7.8	1	0	7	-45
Cc1ccc2c(c1)C1CC(C)(O2)N(c2cccc(C(=O)N3CCN(c4ccccn4)CC3)c2)C(=O)N1 (stereo not drawn)	-4	-5	10	-1	-2	1.3	0	3	19	1
O=C(NCCN1CCCCC1)c1cc(OCC(F)(F)F)ccc1OCC(F)(F)F	3	8	-3	1	-8	0.5	11	3	6	0

A different layout for part of the listing above.
ADAM10 inh | Tn7 DDE FP | ASAP1 GAP inh | PLC-gamma1 inh | Tn6 DDE FP | proKLK7 act | TDP2 absorb | LEDGF integ inh | ARFGAP1 inhibitor | ADAM17 inh | Structure
4 | 0 | 4 | 2 | -1 | 0.3 | 5 | 2 | 15 | 4 | CCCCCC/C(=N\NS(C)(=O)=O)c1ccccc1
6 | -1 | -2 | 0 | -2 | -0.2 | 2 | -1 | 6 | -3 | Cc1ccc(C)c(S(=O)(=O)N2CCCOC2CNC(=O)C(=O)NC2CC2)c1 (stereo not drawn)
3 | 8 | -3 | 1 | -8 | 0.5 | 11 | 3 | 6 | 0 | O=C(NCCN1CCCCC1)c1cc(OCC(F)(F)F)ccc1OCC(F)(F)F
2 | 7 | 16 | -1 | 3 | -1.2 | 13 | 0 | -9 | 0 | CN(C)CC(C)(C)CNC(=S)Nc1ccc(S(=O)(=O)N2CCOCC2)cc1

An excerpt of these results, as labelled records:
structure: CC(=O)Nc1cccc(/C(C)=N/NC(=O)c2cccs2)c1
- ADAM10 inh: -10
- Tn7 DDE FP: -3
- ASAP1 GAP inh: 4
- PLC-gamma1 inh: 1
- Tn6 DDE FP: -10
- proKLK7 act: -0.2
- TDP2 absorb: -13
- LEDGF integ inh: -6
- ARFGAP1 inhibitor: 16
- ADAM17 inh: -4

structure: C=CCNc1nc(C(=O)OC(C)C(=O)c2ccc(C)cc2)cs1 (stereo not drawn)
- ADAM10 inh: -12
- Tn7 DDE FP: -7
- ASAP1 GAP inh: 5
- PLC-gamma1 inh: 7
- Tn6 DDE FP: 5
- proKLK7 act: -0.1
- TDP2 absorb: 0
- LEDGF integ inh: -1
- ARFGAP1 inhibitor: 0
- ADAM17 inh: 2

Next records follow:
molecule	ADAM10 inh	Tn7 DDE FP	ASAP1 GAP inh	PLC-gamma1 inh	Tn6 DDE FP	proKLK7 act	TDP2 absorb	LEDGF integ inh	ARFGAP1 inhibitor	ADAM17 inh
CCC(Oc1ccc2c(c1)C(=O)CC(C)(C)O2)C(=O)NCCN1CCCCCC1 (stereo not drawn)	i	-8	-5	i	-7	129*	-18	-3	5	i
O=C(COc1ccc(Br)cc1Cl)c1ccc[nH]1	-3	0	6	1	-7	0.2	-12	-4	9	-1
O=C(CNc1n[nH]c(=O)[nH]c1=O)N/N=C/c1cccnc1	2	0	4	1	0	0.1	-4	-2	4	3
N#Cc1ccc2ccn(CC(=O)NC3CCCCCC3)c2c1	-27	-6	8	4	-4	0.2	1	2	2	-3
COC(=O)c1ccc(Oc2nc(NC(C)C)nc(SC)n2)cc1	7	-4	-3	3	-4	0.1	11	3	-6	3
CC1Cc2ccccc2N1C(=O)c1cnc2n(c1=O)CCS2 (stereo not drawn)	-3	7	-1	1	4	0.1	6	-1	0	1
CN(C)c1ccc(C2Nc3cccc4cccc(c34)N2)cc1	7	3	14	-8	-9	-0.8	0	-3	17	-7
COc1ccc(C2=NS(=O)(=O)N(C)C(C(=O)Nc3ccc(C)cc3)=C2)cc1	19	-6	8	0	0	0.4	-4	2	-10	8.9*
COc1cccc(/C=N/Nc2ccc(Cl)nn2)c1OC	-9	5	1	-1	-3	-0.1	0	-5	10	-2
CN(CCOc1ccc(Cl)cc1)C(=O)C1=CC=CN2CCS(=O)(=O)N=C12	-63	2	0	-12	-1	1.1	-3	0	-7	-13
CN1CCN(C2Cc3ccc(F)cc3Sc3cc(F)c(Cl)cc32)CC1 (stereo not drawn)	6	-9	10	2	5	-0.1	-9	7	-1	1
O=C(NCCS(=O)(=O)N1CCN(c2ccccc2F)CC1)c1cccc(Br)c1	0	8	0	1	-1	0.4	-11	-4	-5	-3
COc1ccccc1Nc1nc(N)nc(CSC(=S)N2CCC(C)CC2)n1	8	-4	-1	2	6	-0.6	7	-1	-4	4
Fc1ccc2nc(Nc3ccccc3)sc2c1	13	1	3	1	1	0.3	15	5	16	8
CC(=O)C1=C(C)Nc2ncnn2C1c1ccccc1F (stereo not drawn)	2	-6	2	3	3	0.1	13	-3	11	-2
O=C(CCc1ccccc1)Nc1cccnc1	1	-4	3	0	-2	0.2	7	4	-7	-1
COc1cc(N(C(=O)Cc2cccs2)C(C(=O)NC2CCCCC2)c2ccc(C)cc2)ccc1-n1cnnn1 (stereo not drawn)	4	1	-4	7	-4	-0.8	-22	0	2	3
Cc1c(/C=N\NC(=O)c2ccc(F)cc2)cnn1C	1	0	-6	-4	4	-0.4	0	2	8	-1
C=C(C)CN(CC)CCC(=O)Nc1ccc(OC)cc1OC	1	12	0	-4	1	0.8	4	0	5	-2
NC(Cc1ccc(O)cc1)C(=O)NN=Cc1ccccc1Cl (stereo not drawn)	1	-4	8	0	-5	-0.7	-1	3	1	-1
CCCn1c(NC(=O)c2ccc(Br)cc2)nc2ccccc21	-2	5	-12	-1	-3	-0.1	3	4	3	-3
O=C(NNC(=S)NC1CCCCC1)c1ccccc1O	-45	4	2	-10	9	-0.3	-14	-1	-3	-15
CCn1cnc2c1c(=O)n(CC(=O)O)c(=O)n2Cc1ccccc1	1	-12	1	-1	6	-0.1	2	3	-8	-2
CN(CC(=O)OCC(=O)c1c(N)n(C)c(=O)n(C)c1=O)S(=O)(=O)c1ccc(Cl)cc1	4	9	-2	3	5	-0.2	4	-1	-5	-1
COc1ccc([C@H]2N[C@]3(CCCN(Cc4ccc(C(F)(F)F)cc4)C3=O)[C@H]3C(=O)N(C)C(=O)[C@@H]23)cc1	-2	-3	-2	2	1	0.0	6	-3	-6	-2
COc1ccccc1C(=O)O/N=C(\c1ccccc1)c1ccncc1	8	3	1	1	-1	-0.1	-15	6	7	1
Cn1c(=O)c2c(nc(OCc3cccnc3)n2Cc2ccccc2)n(C)c1=O	3	-7	-2	5	-3	-0.1	-11	4	3	3
O=C(NCCOc1ccccc1)[C@@H]1CCCN1C(=O)c1cccs1	-7	-1	1	-1	3	-0.1	6	-2	-5	0

Screening results: PubChem, The Scripps Research Institute Molecular Screening Center

Compounds as they come (roughly 4.2% active in at least one column).
